Source: PubChem
PP1 inh: counter-screen for PP5 inhibitors: inhibitors of human PP1-alpha; P62136; inhibition, % at 6.7 µM; 0.9% of 320,000 active; purified PP1alpha, OMFP fluorescence;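 active = inhibition above the mean inhibition of all tested compounds plus 3 SD, computed separately for each screening campaign, cut at about 15% in these data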
Target sequence (P62136 whole entry, looked up): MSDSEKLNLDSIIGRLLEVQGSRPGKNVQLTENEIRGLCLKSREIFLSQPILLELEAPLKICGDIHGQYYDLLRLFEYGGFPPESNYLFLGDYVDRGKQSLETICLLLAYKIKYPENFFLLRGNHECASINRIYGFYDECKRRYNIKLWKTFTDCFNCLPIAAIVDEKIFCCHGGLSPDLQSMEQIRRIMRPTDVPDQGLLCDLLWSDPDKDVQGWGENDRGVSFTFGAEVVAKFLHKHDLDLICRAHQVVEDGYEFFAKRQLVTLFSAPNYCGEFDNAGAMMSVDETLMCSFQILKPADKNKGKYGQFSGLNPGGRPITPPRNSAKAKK
PAFAH2 FP inh: inhibitors of human PAFAH2; AID 492956; 0.99% of 340,000 active; inhibition, % at 3.39 µM; recombinant PAFAH2, FP-rhodamine activity probe, fluorescence polarization; Q99487;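 active = inhibition above the mean over all tested compounds plus 3 SD, cut at about 30% in these data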;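 also: inhibitors block probe labeling of enzyme so polarization drops; 0% = enzyme with DMSO and 100% = wells lacking PAFAH2 protein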
TPT1 inhibitor: inhibitors of Candida albicans tRNA 2'-phosphotransferase TPT1 | recombinant caTPT1, FP RNA substrate dephosphorylation | AID 1962 | inhibition, % at 5 µM | 0.81% of 300,000 active;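 active = inhibition above the mean of all tested compounds plus 3 SD, set per screening campaign, cut at about 24% in these data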;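 also: plate controls were DMSO alone for no effect and ferristatin control at 100 nM for full effect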
proCasp7 act: counter-screen for procaspase-3 activators: activators of human procaspase-7. P55210. recombinant procaspase-7, Ac-DEVD-pNA absorbance 405 nm; D23A/D198A/D206A triple mutant, cannot self-cleave; scale: DMSO 0, 5 µM enzyme 100. activation, % at 8.5 µM. 0.093% of 330,000 active. AID 463210;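 active = percent activation above the screen-wide mean plus 3 SD, cut at about 25% in these data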
Target sequence (P55210 whole entry D23A/D198A/D206A): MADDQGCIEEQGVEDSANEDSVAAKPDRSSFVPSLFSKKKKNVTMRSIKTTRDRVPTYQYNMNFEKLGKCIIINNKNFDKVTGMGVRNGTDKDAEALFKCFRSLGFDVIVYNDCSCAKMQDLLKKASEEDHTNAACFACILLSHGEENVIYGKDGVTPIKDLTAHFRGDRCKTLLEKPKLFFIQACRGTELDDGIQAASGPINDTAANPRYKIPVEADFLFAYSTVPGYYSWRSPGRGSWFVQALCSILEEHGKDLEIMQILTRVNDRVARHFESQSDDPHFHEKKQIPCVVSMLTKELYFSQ
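signal = Epi-absorbance of released pNA at 405 nm, two timepoints | assay system = Uncleavable procaspase-7 mutant enzyme | reagent = Ac-DEVD-pNA substrate, 400 µM as added | times = 1 h enzyme–compound preincubation and 2 h substrate reaction, both 25 °C | benchmarks = low DMSO alone, high DMSO plus 5 µM PC-7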
Fh CTSL1 inh: blocks F. hepatica cathepsin L1 in PFM18AAP counter-screen; recombinant F. hepatica cathepsin L1, Z-Leu-Arg-MCA fluorescence; inhibition, % at 5.96 µM; 0.49% of 300,000 active;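 active = inhibition above the mean of all tested compounds plus 3 SD, set per screening campaign, cut at about 17% in these data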;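 also: 0% = plate median of test compound wells and 100% = 1 µM Z-Phe-Ala-diazomethylketone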
core dimer inh: HCV core protein dimerization inhibition; TR-FRET GST/Flag-core106 dimerization, 1536-well; inhibition, % at 5 µM; 0.33% of 300,000 active;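 active = inhibition above the mean of all tested compounds plus 3 SD, set per screening campaign, cut at about 45% in these data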
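Assay system: tagged HCV core106 pair (GST and Flag); medium: KF-containing HEPES buffer, pH 7.45, DTT, CHAPS, BSA; also added: Eu donor and XL665 acceptor anti-tag antibodies; dosing: 5 µM single dose; timing: compound-protein-antibody incubation 4 h at 22.5 °C; signal: TR-FRET 671 and 617 nm emission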
AHR act: human AHR activation | P35869 | AHR-responsive luciferase reporter cells, luminescence | 2.5% of 320,000 active | activation, % at 5 µM; in the data active = activation above about 47%;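 also: 0% = vehicle wells and 100% = reference agonist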
proCasp3 act: activates human procaspase-3; 0.11% of 330,000 active; recombinant procaspase-3 D3A, Ac-DEVD-pNA absorbance 405 nm; activation, % at 8.5 µM;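 active = activation above the mean of all tested compounds plus 3 SD, cut at about 21% in these data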;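 also: 0% = DMSO alone and 100% = DMSO wells spiked with extra 5 µM PC-3 D3A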
Target sequence (P42574 whole entry D9A/D28A/D175A): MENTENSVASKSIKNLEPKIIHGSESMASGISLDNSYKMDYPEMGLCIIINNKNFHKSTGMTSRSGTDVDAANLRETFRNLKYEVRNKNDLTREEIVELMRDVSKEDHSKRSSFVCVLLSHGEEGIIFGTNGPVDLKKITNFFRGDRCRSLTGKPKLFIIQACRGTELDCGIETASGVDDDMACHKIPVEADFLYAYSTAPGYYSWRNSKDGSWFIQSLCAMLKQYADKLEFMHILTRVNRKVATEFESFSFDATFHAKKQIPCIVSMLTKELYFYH
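Compound: 8.5 µM single point, 0.8% DMSO / Material: Autoprocessing-dead procaspase-3 D3A mutant enzyme / Timing: 1 h preincubation plus 2 h reaction at 25 °C / Medium: Zinc-free HEPES/NaCl buffer with 0.01% Triton X-100 at pH 7.4 / Technique: 405 nm absorbance of p-nitroaniline, reads at 0 and 120 min / Repeats: one well per compound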
PP5 primary: inhibitors of human protein phosphatase 5 (PP5). P53041. purified PP5c, OMFP substrate fluorescence. inhibition, % at 6.7 µM. 0.18% of 320,000 active;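 active = inhibition above the campaign's mean inhibition across all tested compounds plus 3 SD, cut at about 9.5% in these data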;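 also: 0% = DMSO only and 100% = 100 µM cantharidin control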
Numbers without * were called inactive; / = not tested or not shown.

SMILES | PP1 inh | PAFAH2 FP inh | TPT1 inhibitor | proCasp7 act | Fh CTSL1 inh | core dimer inh | AHR act | proCasp3 act | PP5 primary
COc1ccc(C(=O)NCc2nnc(SCC(=O)N3CCCC3)o2)cc1 | -2.2 | 2.0 | 2.6 | 1.5 | 2.1 | -8.2 | -0.7 | 0.7 | 0.4
CC(C)Cc1ccc(/C=C/C(=O)NC2CC2)cc1 | -4.7 | -4.4 | 0.7 | -1.4 | -1.0 | 4.9 | 7.1 | 8.1 | 3.7
CCc1ccc(-c2cc(C)no2)cc1S(=O)(=O)N1CCN(c2ccccc2OC)CC1 | 5.7 | 1.3 | -1.0 | 13.5 | 4.6 | 17.6 | 4.8 | -4.4 | 0.8
O=C(c1nc[nH]c1C(=O)N1CCc2ccccc2C1)N1CCc2ccccc2C1 | -1.8 | -4.5 | / | -1.1 | / | / | 0.4 | 2.2 | 1.9
O=C(CSc1ccc2nnc(-c3ccc(Cl)cc3)n2n1)N1CCc2ccccc21 | -1.6 | 8.0 | -3.3 | 4.2 | -1.1 | -2.9 | 15.2 | 1.0 | 2.6
COC(=O)C1=C(C)N(CCc2c[nH]c3ccccc23)C(=O)C1 | 3.9 | 6.3 | -3.5 | 3.5 | 3.6 | 2.6 | -0.3 | 2.5 | 2.0
COc1ccc(C(=O)Nc2ccc3cn[nH]c3c2)c(OC)c1 | -4.7 | 4.2 | -5.3 | 13.4 | -0.7 | 5.0 | 56.1* | 3.8 | 1.0
CCn1cc([N+](=O)[O-])c(C(=O)Nc2nc3ccc(OC)cc3s2)n1 | -2.9 | -1.2 | -2.7 | 4.9 | -0.7 | 3.9 | 20.4 | 2.6 | 1.5
C1=C(c2ccccc2)Nc2nnnn2C1c1cccs1 (configuration not stated) | 3.3 | -1.6 | -3.7 | 4.9 | -3.0 | 2.8 | 29.4 | -3.0 | 1.9
O=S(=O)(c1ccc(S(=O)(=O)N(Cc2cccs2)CC2CCCO2)cc1)N1CCCCC1 (configuration not stated) | 5.6 | 0.0 | -2.2 | -4.0 | 0.8 | 5.5 | -3.4 | 0.0 | 1.6
COc1ccc(NC(=S)NCCCN2CCCC2)cc1Cl | 7.6 | 2.0 | -1.3 | -33.2 | -1.2 | 0.1 | 1.4 | -18.9 | -0.5
CN(CC(=O)Nc1cccc(F)c1)C(=O)c1cc([N+](=O)[O-])ccc1N1CCOCC1 | -4.6 | 4.1 | 2.2 | -2.7 | 2.3 | -0.6 | 4.4 | -5.3 | 0.9
O=C(Nc1ccc(S(=O)(=O)Nc2ncccn2)cc1)c1ccc2ncsc2c1 | 15.0 | 11.8 | 10.9 | -5.1 | -2.4 | 10.2 | -1.7 | -5.5 | -0.3
C=CCc1ccc(OCCOCCOc2ccccc2[N+](=O)[O-])c(OC)c1 | 5.1 | -1.4 | 0.6 | -1.2 | 3.5 | 4.3 | 22.6 | -6.9 | 3.0
COC(=O)CSc1ccc2c(N)c(C(=O)OC)sc2c1 | 2.3 | 6.7 | 1.8 | 2.3 | 3.8 | 2.3 | -5.3 | -7.5 | 4.1
CC1CN(C(=O)/C=C/c2ccc3c(c2)OCO3)CC(C)O1 (configuration not stated) | 0.7 | -5.9 | 1.4 | -0.7 | 3.8 | -2.1 | 59.6* | 8.1 | -0.4
CC1CCN(C(=O)CSc2nncn2C)CC1 | 1.1 | 1.1 | -2.8 | -1.2 | -4.1 | -5.0 | -0.5 | -11.1 | 1.5
Cc1ccc(SCC(=O)N2CCC(C(N)=O)CC2)cc1 | -2.9 | 3.1 | -0.2 | 2.2 | -7.1 | -0.7 | 3.6 | -9.6 | -0.8
CC(C)C(=O)Nc1nc(-c2ccc(S(=O)(=O)N3CCOCC3)cc2)cs1 | -4.7 | 3.8 | 3.2 | -0.1 | -2.5 | -8.6 | 6.8 | -7.1 | 3.3
COc1cc(NC(=S)N2CCc3ccccc3C2)cc(OC)c1 | -2.9 | -5.0 | 1.6 | -8.7 | -2.2 | 1.5 | 11.6 | -6.1 | 4.7

Continued, overlapping the part above by 3 compounds.
SMILES | PP1 inh | PAFAH2 FP inh | TPT1 inhibitor | proCasp7 act | Fh CTSL1 inh | core dimer inh | AHR act | proCasp3 act | PP5 primary
Cc1ccc(SCC(=O)N2CCC(C(N)=O)CC2)cc1 | -2.9 | 3.1 | -0.2 | 2.2 | -7.1 | -0.7 | 3.6 | -9.6 | -0.8
CC(C)C(=O)Nc1nc(-c2ccc(S(=O)(=O)N3CCOCC3)cc2)cs1 | -4.7 | 3.8 | 3.2 | -0.1 | -2.5 | -8.6 | 6.8 | -7.1 | 3.3
COc1cc(NC(=S)N2CCc3ccccc3C2)cc(OC)c1 | -2.9 | -5.0 | 1.6 | -8.7 | -2.2 | 1.5 | 11.6 | -6.1 | 4.7
COc1ccc(NC(=O)C2(S(=O)(=O)c3ccc(C)cc3)CC2)cc1OC | -1.4 | 10.3 | -4.3 | -2.1 | -2.5 | 1.0 | 1.2 | -9.9 | 1.0
Nc1nonc1-c1nc2ccccc2n1Cc1ccc(Cl)cc1 | 2.2 | -12.5 | 3.7 | -4.0 | -1.8 | 2.3 | 3.4 | 0.5 | 3.9
COc1ccc(C(=O)Nc2nnc(S(=O)(=O)N3CCC(C)CC3)s2)cc1OC | 0.2 | -0.1 | -0.3 | 7.1 | 3.7 | 7.3 | 5.4 | -1.4 | -1.1
Cn1c2ccccc2c2cc(/C=C(\NC(=O)c3ccccc3)C(=O)O)ccc21 | -2.9 | 6.9 | 2.9 | -3.9 | 7.6 | -4.7 | 12.9 | -4.1 | 1.7
CCc1ccc(N2CN(Cc3ccco3)CNC2=S)cc1 | -2.4 | 2.4 | -2.8 | -9.9 | 2.8 | -6.2 | 3.3 | -4.5 | 0.7
O=C(Nc1cccc(F)c1)c1ccc2c(c1)OCCO2 | 2.8 | -3.6 | -1.7 | 0.0 | 0.2 | -14.9 | -8.5 | -0.3 | 1.7
Cc1cc(C)n(Cc2ccc(Cl)nc2)n1 | -3.8 | 7.6 | 0.6 | 4.7 | 0.4 | -1.4 | 1.6 | 3.7 | 0.7
CC(C)CC(=O)Nc1ccc(C(=O)Cn2nc(C(=O)O)c3ccccc3c2=O)cc1 | 20.3* | -0.2 | -2.9 | 8.5 | 2.4 | 6.6 | 0.8 | 4.0 | 1.9
O=C(c1ccc(CSc2nc3ccncc3[nH]2)cc1)N1CCN(c2cccc(Cl)c2)CC1 | 2.4 | -6.4 | -2.7 | -3.6 | -1.5 | 16.3 | 0.1 | -10.6 | 4.1
O=c1c2sc(-c3ccccc3)cc2nc2n1CCCCC2 | -4.8 | 9.8 | -2.2 | 11.5 | -1.4 | 4.8 | -7.2 | -4.8 | 3.6
CNc1oc(-c2cccs2)nc1C#N | -1.2 | 0.3 | -4.2 | 8.2 | -0.8 | -9.6 | -7.8 | -1.9 | 1.1
COCc1cc(C)nc(OCC(=O)N/N=C/c2ccc(-c3cc([N+](=O)[O-])ccc3Cl)o2)c1C#N | -4.1 | 6.0 | 4.2 | -20.4 | -7.6 | 7.3 | 10.6 | -0.6 | 0.8
COc1cccc(NC(=O)C(C)N2C(=O)c3ccccc3S2(=O)=O)c1 (configuration not stated) | 0.9 | -1.9 | -0.7 | 1.7 | 0.8 | -0.7 | 0.7 | -2.7 | -1.4
Cc1ccccc1-c1ccc(C(=O)NCc2ccccc2)o1 | 4.5 | 3.6 | -4.7 | 7.4 | -0.3 | 3.9 | 10.1 | 1.9 | 1.2
CCc1cc(C(=O)N2CCCC(N3CCN(c4cccc(C(F)(F)F)c4)CC3)C2)n(C)n1 (configuration not stated) | -0.5 | 7.2 | -2.3 | -0.2 | 2.0 | 0.8 | 0.9 | -0.8 | -1.6
CCOc1ccc(CCNC(=O)CCNS(=O)(=O)c2ccc(Br)cc2)cc1OCC | -2.2 | 0.8 | 1.4 | -6.3 | 5.3 | 4.8 | 6.9 | 0.1 | -0.6
CC(=O)Nc1ccc(S(=O)(=O)N2CCCN(S(=O)(=O)c3ccc(C)cc3)CC2)cc1 | -1.7 | 0.4 | 3.9 | -1.1 | -2.5 | 3.1 | -1.9 | 4.2 | -0.3
COCCNC(=O)CN1CCN(Cc2cccc(Cl)c2)C1=O | -1.4 | -2.5 | -6.2 | -4.5 | 4.0 | -0.7 | -1.2 | 19.4 | 1.5
CCCCCCSc1ccc([C@@H]2[C@H]3C(=O)N(CC)C(=O)[C@H]3[C@]3(C(=O)OC)CCCCN23)cc1OC | / | -2.9 | / | 7.7 | / | / | 0.8 | 1.6 | /
Cc1c(NC(=O)c2ccc(CC(C)C)o2)c(=O)n(-c2ccccc2)n1C | 1.8 | -3.5 | 0.3 | 2.9 | -6.3 | -0.3 | 1.1 | -0.6 | 2.2
O=C(Nc1ccc(Cl)cn1)C1C(c2ccccc2)C1(Cl)Cl (configuration not stated) | 2.3 | 20.1 | -5.0 | 4.4 | -1.1 | 6.1 | -2.2 | 0.8 | 5.6
Cc1nn2c(N)c(-c3ccccc3)cnc2c1-c1ccc(Cl)cc1 | 2.1 | -7.5 | 1.9 | -3.7 | 1.1 | 10.7 | 64.4* | 18.9 | 3.9
COc1ccc(OC)c(S(=O)(=O)NCc2cn3cccc(C)c3n2)c1 | -1.6 | 3.7 | -1.8 | 0.0 | 0.6 | -4.8 | 0.5 | 0.0 | -0.7
CC(=O)Nc1ccccc1C(=O)C(=O)Nc1ccc(C)c(F)c1 | 1.0 | 0.4 | 0.1 | -0.5 | 9.1 | 7.7 | 4.1 | -3.6 | 0.2
O=C(NC(=S)NCCc1ccccc1)c1ccccc1F | -8.2 | -7.2 | 5.2 | -8.8 | -2.8 | -7.3 | 74.5* | -5.9 | 1.5
COCCCNCC(=O)c1c(N)n(Cc2ccccc2)c(=O)n(C)c1=O | 2.8 | 2.2 | 4.1 | 0.0 | 1.9 | -1.8 | -2.2 | -4.9 | 3.9
Cc1ccc(S(=O)(=O)Nc2cccc(-c3ccc4nncn4n3)c2)cc1 | -0.1 | 10.2 | -3.1 | 1.9 | 1.1 | 4.6 | 1.7 | 6.0 | 1.0
O=C(NC(NC1CCS(=O)(=O)C1)C(Cl)(Cl)Cl)c1ccc(Br)cc1 (configuration not stated) | -1.1 | 0.3 | -5.9 | 6.1 | -8.0 | 0.8 | -0.6 | 3.1 | 1.3
Cn1nc(-c2ccccc2)cc1NC(=O)c1ccccc1 | 1.1 | -5.3 | -1.0 | -0.1 | -5.6 | -5.2 | 7.6 | -3.5 | 3.0
COc1ccc(CC(=O)n2nc(-c3ccccc3)nc2NCc2ccco2)cc1 | 4.5 | 0.0 | 0.2 | 7.0 | 3.1 | 0.3 | 7.8 | 3.2 | 3.1
Cc1ccc(NC2CCCN(C(=O)c3ccoc3)C2)cc1C (configuration not stated) | 10.3 | -5.0 | 0.1 | -7.6 | -4.0 | -7.2 | 16.7 | 2.1 | 3.2
C/C=C/COC(=O)c1[nH]c2c(c1C)C(=O)CC(c1ccco1)C2 (configuration not stated) | 13.1 | 0.0 | -0.3 | -2.5 | -1.2 | 53.2* | 115.9* | 3.9 | -0.7
